G9a block: inhibitors of human histone lysine methyltransferase G9a. G9a H3K9 monomethylation, AlphaScreen, 2 h. 350,000 tested, 8.8% active. Potency, µM (series often up to 102 µM), for inactives: at the highest dose activity, negative = inhibition, actives largely listed as inhibitors. Q96KQ7; further: potency means the concentration at half of the fitted maximal effect; on the % scale 0 is the no-effect control and ±100 the full control effect; nearly all actives have a fitted effect of over 75% in size
Target sequence (Q96KQ7 913-1193 limits assumed): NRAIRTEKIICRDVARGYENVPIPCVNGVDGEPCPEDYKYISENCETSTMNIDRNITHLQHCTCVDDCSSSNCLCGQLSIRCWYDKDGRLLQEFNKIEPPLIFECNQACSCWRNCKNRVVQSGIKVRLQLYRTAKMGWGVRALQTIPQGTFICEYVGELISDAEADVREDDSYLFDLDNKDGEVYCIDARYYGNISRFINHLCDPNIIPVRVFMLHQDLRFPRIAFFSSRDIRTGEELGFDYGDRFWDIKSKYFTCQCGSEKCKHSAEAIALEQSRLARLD
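Step 1: enzyme (final 20 nM) with compound, 15 min RT. Step 2: substrate peptide 500 nM and SAM 20 uM, 2 h RT. Step 3: anti-H3K9me1 antibody and AlphaScreen beads, 10 min, then plate read.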
PI4K2A block: inhibitors of human PI4K2A; purified PI4K2A, ADP-Glo luminescence, 1 h; stronger effect = lower value; activity change, negative = inhibition, % at 76.9 µM; 420,000 tested, 0.13% active; in the data active means activity change below about -50%; inconclusive means mostly about -30% to -49%;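 further: -100% = wells without enzyme as full effect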
Target sequence (Q9BTU6 whole entry, looked up): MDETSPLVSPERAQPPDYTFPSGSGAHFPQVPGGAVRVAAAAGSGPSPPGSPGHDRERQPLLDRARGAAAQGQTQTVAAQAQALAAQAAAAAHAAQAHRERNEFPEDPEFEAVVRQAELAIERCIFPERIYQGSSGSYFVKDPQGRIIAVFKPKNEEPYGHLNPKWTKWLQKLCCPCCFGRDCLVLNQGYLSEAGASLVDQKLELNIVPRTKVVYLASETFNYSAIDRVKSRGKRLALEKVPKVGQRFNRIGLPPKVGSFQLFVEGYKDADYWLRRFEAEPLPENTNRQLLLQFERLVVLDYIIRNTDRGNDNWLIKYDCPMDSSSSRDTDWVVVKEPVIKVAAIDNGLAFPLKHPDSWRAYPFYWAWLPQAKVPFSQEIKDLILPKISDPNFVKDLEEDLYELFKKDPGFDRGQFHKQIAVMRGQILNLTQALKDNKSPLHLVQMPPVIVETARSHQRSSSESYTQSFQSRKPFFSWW
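In this quantitative HTS, ADP production by PI4K2A was quantified luminescently after 1 h at ambient temperature; 100 microM adenosine served as plate-quality control.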
POLH inh: blocks human DNA polymerase eta activity; recombinant Pol eta, fluorescent DNA replication assay; Q9Y253; 390,000 tested, 1.2% active; Potency, µM (series often up to 114 µM), for inactives: at the top dose activity change, negative = inhibition, usual class: inhibitors; further: potency means the concentration at half of the fitted maximal effect; on the % scale 0 is the no-effect control and ±100 the full control effect
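Fluorescent replication assay: 50 nM final substrate added after a 15 min room-temperature compound preincubation with 10 nM enzyme. Signal taken at 0 min and again at 10 min.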
Tb PGK inh: blocks T. brucei phosphoglycerate kinase | PGK/GAPDH coupled, Kinase-Glo luminescence, 60 min | Potency, µM (titrated, usually from 57.5 µM), for the others: at the top dose activity change, negative = inhibition, usual class: inhibitors | 380,000 tested, 0.043% active; further: potency means the concentration at half of the fitted maximal effect; on the % scale 0 is the no-effect control and ±100 the full control effect; nearly all actives have a fitted effect of over 60% in size
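Recombinant glycosomal PGK reaction used 1,3-bisphosphoglycerate generated in-well by GAPDH (100nM final) in 100mM TEA pH 7.6, 5mM MgCl2, 0.01% Tween-20. After 60 minutes at room temperature, ATP was read by Kinase-Glo Plus luminescence end-point.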
Pin1 inh: human Pin1 inhibition; Pin1 FP peptide displacement, HiFluor488, 10 min; Potency, µM (titrated, usually from 115 µM), without a hit: at the top dose activity, negative = inhibition, most hits filed as inhibitors; 390,000 tested, 0.009% active; AID 504891; Q13526; active means well fitted inhibition curve with a large enough effect in the polarisation, with a control signal flat, not every such curve was filed as active; inconclusive means small, poorly fitted or top-dose-only effect, or effect the other way, or a change in a side signal; inactive means no such curve, though single readings can be large or run the other way; the % refers to the polarisation; further: potency means the concentration at half of the fitted maximal effect; on the % scale 0 is the no-effect control and ±100 the full control effect
JMJD2A Tudor: blocks the human JMJD2A Tudor domain; O75164; AlphaScreen JMJD2A-Tudor / H3K4me3 peptide binding; Potency, µM (series often up to 114 µM), for inactives: at the highest dose activity change, negative = inhibition, most hits filed as inhibitors; 390,000 tested, 4.4% active; AID 504339; further: potency means the concentration at half of the fitted maximal effect; on the % scale 0 is the no-effect control and ±100 the full control effect; nearly all actives have a fitted effect of over 50% in size
HP1b chromo inh: blocks HP1-beta chromodomain binding to methylated histone tails. AlphaScreen HP1-beta / biotin-H3K9me3 peptide binding. Potency, µM (highest dose often 114 µM), without a hit: top-dose activity change, negative = inhibition, most hits filed as inhibitors. 390,000 tested, 0.56% active; further: potency means the concentration at half of the fitted maximal effect; nearly all actives have a fitted effect of over 70% in size; inactives centre near 23
Target sequence (P83916 whole entry, looked up): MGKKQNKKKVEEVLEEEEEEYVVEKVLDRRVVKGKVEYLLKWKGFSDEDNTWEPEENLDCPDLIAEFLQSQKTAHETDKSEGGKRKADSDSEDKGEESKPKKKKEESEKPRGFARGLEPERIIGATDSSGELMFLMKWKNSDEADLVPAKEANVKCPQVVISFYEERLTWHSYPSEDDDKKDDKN
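AlphaScreen: HP1-beta (50 nM) preformed 30 min with biotin-H3(1-18)K9me3 peptide (50 nM) in PBS pH 7.4, 0.01% Tween-20. Compound added for 30 min at RT, then streptavidin donor/nickel chelate acceptor beads (10 ug/mL) for 30 min.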
GLS inh: blocks human kidney-isoform glutaminase activity | GLS enzymatic activity, qHTS titration | AID 624170 | 410,000 tested, 0.21% active | Potency, µM (series often up to 45.5 µM), inactives show at the highest dose activity change, negative = inhibition, actives largely listed as inhibitors; further: potency means the concentration at half of the fitted maximal effect; on the % scale 0 is the no-effect control and ±100 the full control effect
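Human kidney-isoform GLS in 45 mM KH2PO4 pH 8.2, 0.02% Tween-20, with compound, started with 1mM L-Glutamine (added stock). Glutamate oxidase/HRP/Amplex red coupled fluorescence read at start and after 30 min at RT.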
BAZ2B inh: BAZ2B (human) inhibition; AID 504333; AlphaScreen BAZ2B-H3K14Ac peptide displacement; 360,000 tested, 4.4% active; Potency, µM (highest dose often 114 µM), inactives show at the top dose activity change, negative = inhibition, most hits filed as inhibitors; Q9UIF8; further: potency means the concentration at half of the fitted maximal effect; on the % scale 0 is the no-effect control and ±100 the full control effect; nearly all actives have a fitted effect of over 60% in size
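BAZ2B 50 nM plus b-H3(5-23)K14Ac 50 nM, PBS pH 7.4/0.01% Tween-20, 30 min RT; compound added (max 110 uM), 30 min RT; streptavidin donor/Ni-chelate acceptor beads 10 ug/mL final, 20 min dark; AlphaScreen read.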
Numbers without * were called inactive; i = inactive; ? = inconclusive; . = no result given; & = joins results of further samples; [ ] = remark or other dose. Unless noted, the call rests on the fitted dose curve; in most records, active means well fitted curve in the direction sought with a large enough effect; inconclusive means small, poorly fitted or top-dose-only effect, or another doubt; inactive means no such curve, though single readings can be large; an effect the other way counts as inactive or inconclusive.

SMILES	G9a block	PI4K2A block	POLH inh	Tb PGK inh	Pin1 inh	JMJD2A Tudor	HP1b chromo inh	GLS inh	BAZ2B inh
Cn1cnnc1SCC(=O)N1N=C2/C(=C/c3ccco3)CCCC2C1c1ccco1 (stereo not given)	.	0.3	-9.2%	i	22.9%	-24.0%	8.5%	-7.2%	56.2µM*
Cc1ccc(NC(=O)c2ccc(CSc3ccccn3)cc2)c(O)c1	.	0.9	-2.4%	-4.1%	-0.3%	-21.1%	36.6%	13.8%	-5.4%
COc1ccccc1CN1C(=O)C2CC=CCC2C1=O (stereo not given)	-2.5%	0.6	-4.4%	-2.6%	1.8%	-0.7%	26.7%	1.6%	8.0%
CC(=O)N1CCN(S(=O)(=O)c2cccc(C(=O)N3CCN(S(=O)(=O)c4c(C)c(C)cc(C)c4C)CC3)c2)CC1	.	-2.3	1.0%	i	.	.	.	-0.1%	.
CN(C)CCCNc1oc(/C=C/c2cccs2)nc1S(=O)(=O)c1ccccc1	.	-7.7	-4.7%	6.8%	-0.7%	-21.6%	12.7%	2.0%	?
CCN(CC)S(=O)(=O)c1cccc(C(=O)N[C@H](C(=O)OCC(N)=O)C(C)C)c1	?	4.1	8.2%	0.6%	-1.1%	9.5%	13.3%	20.8%	2.8%
CC(=O)c1ccc(NC(=O)CN(C)S(=O)(=O)c2cccc3nsnc23)cc1	-33.9%[59 µM]	0.3	-17.1%	i	2.4%	-24.7%	5.7%	5.7%	.
CC(C)CC(NC(=O)C1CCC(C)CC1)C(=O)OCC(=O)c1ccc(Cl)cc1 (stereo not given)	-37.1%[59 µM]	2.4	-17.0%	1.4%	-4.5%	-3.1%	25.2%	-13.5%	7.3%
Cc1n[nH]c(C)c1CCC(=O)N/N=C/c1cccc([N+](=O)[O-])c1	-1.6%	2.8	-2.7%	i	-12.5%	-24.3%	-9.3%	-3.7%	-7.4%
Cc1onc(-c2c(F)cccc2Cl)c1-c1nnc(-c2cccc3ccccc23)o1	9.4%[59 µM]	1.2	-4.8%	i	-1.6%	-7.7%	14.2%	0.8%	3.7%
Cc1cccc(N(CC(=O)N(C)Cc2ccccc2)S(=O)(=O)c2ccccc2)c1C	-43.7%[59 µM]	12.7	-28.8%	-4.5%	16.2%	-2.4%	46.1%[activator]	-2.0%	0.6%
COc1cccc(-c2nn3c(-c4cc(C)[nH]n4)nnc3s2)c1	7.2%	-1.0	12.2%	3.3%	-5.3%&4.4%	-5.0%	37.2%	0.9%	8.0%
CC1CCN(CC2CCN(C(=O)NCc3ccc(F)cc3)CC2)CC1	4.5%[59 µM]	0.2	-17.1%	-3.3%	-2.9%	-9.3%	17.0%	-1.4%	2.7%
CCC(C)c1ccc(NC(=O)CSc2nncn2N)cc1 (stereo not given)	-5.3%	1.9	-7.6%	6.4%	6.0%	-11.6%	29.4%	0.2%	13.8%
CCn1c(SCC(=O)N/N=C/c2c[nH]c3ccccc23)nnc1-c1ccc(C)cc1	-8.3%[59 µM]	-0.5	2.4%	0.4%	?	?	23.9%	9.7%	-19.7%
COc1ccccc1C(c1c(O)nc(SC)[nH]c1=O)c1c(O)nc(SC)[nH]c1=O	.	3.6	-14.9%	-6.5%	-3.0%	5.7%	52.8%[activator]	2.7%	.
N#Cc1ccc(COC(=O)CC(NC(N)=O)c2ccc(Cl)cc2)cc1 (stereo not given)	27.8%	3.3	?	-15.2%	-0.1%	-24.0%	?	2.3%	-2.3%
COC(=O)C(CC(C)C)NC(=O)C(Cc1ccccc1)NC(=O)C1CCCN1C(=O)OC(C)(C)C (stereo not given)	.	-3.0	-19.8%	2.0%	18.6%	5.8%	39.9%[activator]	1.6%	1.0%
O=c1cc2[nH]c3ccccc3c(=O)n2nc1-c1ccccc1	?	-5.7	-8.5%	i	-12.5%	-18.5%[11.4 µM]	38.9%	-9.3%	-9.3%
C1=C(CCNCC2CCCCC2)CCCC1	-24.0%[59 µM]	2.8	-6.6%	i	37.6%[activator]	-9.0%	36.9%	1.8%	-0.2%
CCCCC(=O)Nc1ccc(NC(=O)c2ccc([N+](=O)[O-])cc2)cc1OC	22.6%[59 µM]	1.0	-8.0%	i	1.6%	-8.6%	24.1%	0.8%	5.3%
CCOC(=O)c1c(C)nc2cc(C)ccn12	3.3%	-7.6	0.0%	-6.6%	-1.3%	-8.3%	22.0%	1.2%	10.2%
CCCCCc1nnc(NC(=O)c2cccc(S(=O)(=O)N3CCOCC3)c2)s1	5.0%[2.33 µM]	3.4	-12.7%	i	-3.1%	-6.2%	17.0%	16.7%	7.7%
CC(C)(CO)NCc1cccc(OCc2ccc(Cl)cc2)c1	-2.1%[59 µM]	-3.6	-14.9%	1.3%	-1.2%	-19.9%	9.6%	13.3%	8.1%

Pulled by structure from above (2):
SMILES	G9a block	PI4K2A block	POLH inh	Tb PGK inh	Pin1 inh	JMJD2A Tudor	HP1b chromo inh	GLS inh	BAZ2B inh
CCC(C)c1ccc(NC(=O)CSc2nncn2N)cc1 (stereo not given)	-5.3%	1.9	-7.6%	6.4%	6.0%	-11.6%	29.4%	0.2%	13.8%
COc1cccc(-c2nn3c(-c4cc(C)[nH]n4)nnc3s2)c1	7.2%	-1.0	12.2%	3.3%	-5.3%&4.4%	-5.0%	37.2%	0.9%	8.0%

(next part)
SMILES	G9a block	PI4K2A block	POLH inh	Tb PGK inh	Pin1 inh	JMJD2A Tudor	HP1b chromo inh	GLS inh	BAZ2B inh
O=C1NCCCC1C(=O)N/N=C/c1ccccc1O (stereo not given)	24.1%	-0.3	-0.8%	10.0%	-3.5%	-3.8%	51.9%[activator]	25.8%	8.7%
O=C(CSc1nnnn1-c1cccc2c1CCCC2)N1CCOCC1	-31.8%	-0.9	9.3%	-0.6%	6.3%	-11.8%	5.8%	17.6%	0.4%
CC(=O)N1Cc2ccccc2CC1C(=O)N1CCN(c2ccccc2)CC1 (stereo not given)	-1.0%	-4.5	-17.3%	-5.2%	0.2%	-10.0%	11.9%	0.4%	-8.9%
O=C(C(Cc1ccccc1)n1cccc1)N1CCCCCC1 (stereo not given)	?	-3.2	-16.8%	-0.5%	-3.9%	-23.2%	20.3%	9.4%	-7.1%
CCN1CCN(c2nc(N)c([N+](=O)[O-])c(Nc3ccc(C)c(C)c3)n2)CC1	-6.3%[59 µM]	-0.3	-16.7%	-1.4%	-9.6%	-22.7%	6.1%	-4.4%	-7.6%
CCS(=O)(=O)Nc1cc2c3c(c1)CCN3C(=O)CC2	?	1.3	-15.1%	-14.4%	1.6%	?	1.5%	-2.9%	-19.2%
Cc1ccc(CNc2ccc(N3CCOCC3)cc2)cc1	28.2µM*	-2.6	-8.9%	i	0.0%	44.7µM*	?	-0.9%	31.6µM*
COc1cccc(C2NC(=O)NC(C)=C2C(=O)OCC2CCCO2)c1 (stereo not given)	-4.7%	0.1	-13.9%	-0.8%	-3.2%	10.0%	?	-15.9%	1.9%
Nc1c(C(=O)NCc2ccccc2)nnn1Cc1ccccc1	15.0%	2.0	-5.5%	0.1%	105.8%[activator]	-9.9%	50.3%[activator]	-1.8%	-4.1%
COc1ccc(S(=O)(=O)N2CCN(Cc3ccc(Cl)cc3)CC2)cc1	2.51µM*	0.1	-12.4%	-2.1%	3.2%	10µM*	?	10.2%	?
COc1ccc(C(C[N+](=O)[O-])c2c(-c3ccccc3)cc3ccccn23)cc1 (stereo not given)	?	13.9	-7.6%	-11.3%	-4.2%	?	?	6.9%	-34.9%
CN(Cc1ccon1)C(=O)C1CCC(=O)N(CCc2ccc(Cl)cc2)C1 (stereo not given)	-7.7%[12.7 µM]	-2.0	-9.5%	-3.0%	-7.3%	-4.2%	36.0%	-1.2%	12.2%
COc1ccc(NC(=O)c2c(-c3ccc(C)cc3)nnc3ccccc23)cc1Cl	7.5%[59 µM]	-4.8	5.4%	-1.4%	1.6%	-20.1%	-0.3%	5.8%	-3.8%
COc1ccc(C(=O)Nc2cc(C(C)C)c(O)c(S(=O)(=O)c3ccc(Cl)cc3)c2C)cc1	5.1%[59 µM]	-0.1	-19.4%	-9.1%	10.4%	-13.1%	12.4%	6.4%	-18.8%
O=C(Cc1ccc(-c2ccccc2)cc1)NCCS(=O)(=O)N1CCN(c2ccccc2F)CC1	14.8%[59 µM]	-3.3	-0.7%	2.1%	6.1%	2.6%	26.1%[57 µM]	5.9%	4.8%
Cc1ccc(S(=O)(=O)N2CCN(C(=O)COC(=O)CCOc3ccccc3C)CC2)cc1	9.7%[0.501 µM]	3.1	-19.0%	7.2%	4.2%	2.1%	27.0%	5.0%	3.4%
Cc1cc(NC(=O)c2cccnc2)ccc1NC(=O)c1ccco1	?	-4.0	-10.3%	-9.3%	-0.3%	-10.8%	12.0%	-8.3%	-0.6%
CC(C)OC(=O)CC12CN3CC(CC(=O)OC(C)C)(CN(C1)C(=O)c1ccccc1C3=O)C2=O	21.0%[59 µM]	-3.2	-7.7%	10.8%	-6.2%	-1.6%	20.3%	23.5%	.
Cc1ccccc1C(=O)Nc1ccc(S(=O)(=O)N2CCCC2)cc1	17.8%	-6.0	-0.2%	-6.0%	-2.4%	-6.6%	35.2%	17.0%	-2.6%

Limited to JMJD2A Tudor, for some of the entries so far:
SMILES,JMJD2A Tudor
COc1ccc(NC(=O)c2c(-c3ccc(C)cc3)nnc3ccccc23)cc1Cl,-20.1%
O=C(Cc1ccc(-c2ccccc2)cc1)NCCS(=O)(=O)N1CCN(c2ccccc2F)CC1,2.6%
CC(C)OC(=O)CC12CN3CC(CC(=O)OC(C)C)(CN(C1)C(=O)c1ccccc1C3=O)C2=O,-1.6%
Cc1ccc(S(=O)(=O)N2CCN(C(=O)COC(=O)CCOc3ccccc3C)CC2)cc1,2.1%
Cc1ccccc1C(=O)Nc1ccc(S(=O)(=O)N2CCCC2)cc1,-6.6%

Only part of the results is shown, so the mix of outcomes need not match the whole.
